# SRC2 inh: inhibits human steroid receptor coactivator 2; Q15596; HEK293 GAL4-SRC2 luciferase reporter, luminescence; inhibition, % at 9 µM; 370,000 tested, 0.17% active;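 active = inhibition above the mean inhibition of all tested compounds plus 3 SD, set per campaign, cut at about 52% in these data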;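 also: 0% = DMSO treated cells and 100% = cells given Gossypol at 36 µM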
# LMP1 NFkB inh: inhibitors of Epstein-Barr LMP1-induced NF-kappaB reporter | LMP1-induced NF-kappaB luciferase reporter cells, luminescence | inhibition, % at 12.5 µM | 350,000 tested, 0.69% active | AID 504558; in the data active = inhibition above about 41%;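 also: 0% = neutral control wells and 100% = reference inhibitor control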
# TROY NFkB inh: inhibitors of TROY-dependent NF-kB signaling; Q293 LMP1-TROYcd NF-kB luciferase reporter, 4 h; inhibition, % at 10 µM; 360,000 tested, 0.98% active; AID 1347056;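 active = compounds whose plate-normalised and pattern-corrected inhibition of the luciferase reporter signal at the single screening dose is 50% or more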
# NCOA1 inh: inhibitors of human steroid receptor coactivator 1 (SRC1); inhibition, % at 3.6 µM; 360,000 tested, 0.12% active; HEK293 GAL4-SRC1 luciferase reporter, luminescence; Q15788;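 active = inhibition above the campaign mean plus 3 SD, with each screening campaign given its own cutoff, cut at about 60% in these data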;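 also: 0% = DMSO treated cells and 100% = gossypol at 36 µM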
# LRH-1 inv ag: NR5A2 inverse agonism in reporter assay; HEK293T StAR-luciferase reporter, LRH-1 transfected, 24 h; inhibition, % at 3.6 µM; 360,000 tested, 0.13% active; AID 602396;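 active = inhibition above the mean inhibition of all tested compounds plus 3 SD, cut at about 73% in these data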;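 also: 0% = DMSO wells and 100% = reporter-only cells lacking LRH-1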
# NOD2-RIPK2 inh: inhibitors of human NOD2-RIPK2 interaction | 360,000 tested, 0.38% active | CHO BLA complementation NOD2-RIPK2, CCF4 ratio | inhibition, % at 4.98 µM; in the data active = inhibition above about 21%;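 also: 0% = vehicle only and 100% = reference blocker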
# NCOA3 inh: human NCOA3 inhibition. HEK293 GAL4-SRC3 luciferase reporter, luminescence. inhibition, % at 3.6 µM. 360,000 tested, 0.17% active. AID 588352;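 active = inhibition above a per-campaign cutoff, the mean of all compounds plus 3 SD, cut at about 60% in these data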;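 also: 0% = DMSO-treated cells and 100% = gossypol-treated cells at 36 µM; higher means less SRC3-driven luciferase light from the GAL4 reporter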
# Target sequence (Q9Y6Q9 whole entry, looked up, the tested form may be a part): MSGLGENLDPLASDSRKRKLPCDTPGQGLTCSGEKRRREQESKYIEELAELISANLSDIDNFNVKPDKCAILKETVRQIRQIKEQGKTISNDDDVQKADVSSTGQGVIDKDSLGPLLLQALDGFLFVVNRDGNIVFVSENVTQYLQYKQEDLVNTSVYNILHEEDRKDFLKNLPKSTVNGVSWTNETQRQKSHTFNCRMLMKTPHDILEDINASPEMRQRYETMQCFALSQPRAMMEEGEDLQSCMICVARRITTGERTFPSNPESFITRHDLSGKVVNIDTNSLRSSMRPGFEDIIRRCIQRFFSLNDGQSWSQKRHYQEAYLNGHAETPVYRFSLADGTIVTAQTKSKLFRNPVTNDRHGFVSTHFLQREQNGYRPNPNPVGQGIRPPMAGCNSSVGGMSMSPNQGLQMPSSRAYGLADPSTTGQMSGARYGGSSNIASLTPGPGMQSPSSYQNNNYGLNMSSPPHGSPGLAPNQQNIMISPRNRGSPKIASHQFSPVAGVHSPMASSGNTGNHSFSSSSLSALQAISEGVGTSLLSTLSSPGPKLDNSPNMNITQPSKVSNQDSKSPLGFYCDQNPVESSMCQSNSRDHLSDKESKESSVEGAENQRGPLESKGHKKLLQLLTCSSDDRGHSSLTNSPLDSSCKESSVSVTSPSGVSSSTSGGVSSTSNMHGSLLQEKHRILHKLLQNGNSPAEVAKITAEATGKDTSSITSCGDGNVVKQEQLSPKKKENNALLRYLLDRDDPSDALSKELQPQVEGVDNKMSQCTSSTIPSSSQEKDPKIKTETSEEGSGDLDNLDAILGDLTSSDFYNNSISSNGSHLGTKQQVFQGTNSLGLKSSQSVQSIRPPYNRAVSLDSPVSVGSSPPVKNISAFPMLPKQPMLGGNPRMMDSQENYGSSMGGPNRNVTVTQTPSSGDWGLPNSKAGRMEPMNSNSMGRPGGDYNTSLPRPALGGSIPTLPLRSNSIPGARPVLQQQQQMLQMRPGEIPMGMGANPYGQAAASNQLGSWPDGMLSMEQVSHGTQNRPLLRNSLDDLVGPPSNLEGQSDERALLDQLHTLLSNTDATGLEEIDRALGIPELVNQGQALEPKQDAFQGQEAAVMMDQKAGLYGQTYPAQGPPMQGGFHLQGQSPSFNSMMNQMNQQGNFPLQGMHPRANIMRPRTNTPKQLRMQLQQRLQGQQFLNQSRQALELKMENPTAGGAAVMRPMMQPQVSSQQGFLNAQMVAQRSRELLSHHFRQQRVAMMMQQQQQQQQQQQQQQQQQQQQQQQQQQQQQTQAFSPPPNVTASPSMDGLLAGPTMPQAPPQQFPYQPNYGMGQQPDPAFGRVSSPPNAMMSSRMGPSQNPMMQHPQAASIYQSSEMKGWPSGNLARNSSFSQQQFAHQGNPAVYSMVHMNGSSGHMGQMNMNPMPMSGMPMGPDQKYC
# TRAIL sens C8: caspase-8 TRAIL sensitization; 360,000 tested, 1% active; NB7+C8 cells + TRAIL, ATPlite viability luminescence; AID 624354; inhibition (viability loss, TRAIL sensitization), % at 10 µM;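 active = compounds causing at least 50% loss of cell viability in the single-dose screen, relative to plate controls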
# TLR9-MyD88 inh: inhibitors of human TLR9-MyD88 binding. Q9NR96+Q99836. CHO BLA complementation TLR9-MyD88, CCF4 FRET ratio. inhibition, % at 4.98 µM. 340,000 tested, 0.21% active. AID 504734;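 active = inhibition above the mean over all tested compounds plus 3 SD, cut at about 21% in these data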;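 also: 0% = DMSO only wells and 100% = clavulanate BLA inhibitor control wells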
# COUP-TFII inh: blocks human COUP-TFII nuclear receptor; 370,000 tested, 0.7% active; HEK293T NGFI-A luciferase reporter, luminescence; P24468; AID 686940; inhibition, % at 8.6 µM;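 active = inhibition above a per-plate cutoff, mean inhibition of test wells between control levels plus 3 SD, cut at about 38% in these data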;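 also: cells cotransfected with COUP-TFII expression vector driving the NGFI-A reporter; 0% = median of COUP-TF2 test wells and 100% = reporter-only cells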
# TWEAK Fn14 block: blocks TWEAK-Fn14 interaction in a reporter cell assay. AID 1159606. inhibition, % at 10 µM. 360,000 tested, 2% active. TWEAK-stimulated Fn14 reporter cells, luciferase luminescence, 8 h; in the data active = inhibition above about 50%
# * hit, by the source's call; x = not tested or not shown. These rows are one share of the data; the hit share may differ from the screen's.
SMILES,SRC2 inh,LMP1 NFkB inh,TROY NFkB inh,NCOA1 inh,LRH-1 inv ag,NOD2-RIPK2 inh,NCOA3 inh,TRAIL sens C8,TLR9-MyD88 inh,COUP-TFII inh,TWEAK Fn14 block
C[C@H]1[C@H]2c3nc4ccccc4n3C[C@H]1ON2C1CCCCC1,-5,1,10,-16,7,5,0,-6,-10,9,-9
CN(C)CCNc1nc2c(c(=O)[nH]c(=O)n2C)n1CC(O)COc1ccc(Cl)cc1 (stereo not drawn),-6,0,11,-7,-2,7,1,-19,-5,-12,-6
O=C(NC1CCCCC1)c1cc(Cl)nc2ccccc12,-43,-7,12,-6,9,-13,14,0,9,9,2
CCC1(C)Cc2c(sc3nnn(CC(=O)Nc4ccc(Cl)cc4)c(=O)c23)CO1 (stereo not drawn),10,12,7,-5,-12,16,-17,-2,4,23,-16
CCN(Cc1nc(-c2cccc(C)c2)no1)C(=O)c1ccco1,-2,0,-11,-39,-23,-9,-11,-7,-5,-8,-13
CCOC(=O)N1CCN(C(=O)c2cnsn2)CC1,-31,-17,-11,17,7,2,-14,-10,-3,0,1
CCn1c(COc2ccccc2)nnc1SCC(=O)Nc1ccc(N2CCOCC2)cc1,6,-4,-17,11,23,-11,-8,-3,6,16,-4
CN(C)S(=O)(=O)c1cccc(NC(=O)CCNC(=O)Nc2ccccc2)c1,16,-4,-10,-29,-10,-7,12,-8,-6,9,3
COc1ccccc1CCC(=O)NNC(=O)c1ccncc1,-19,11,7,-8,2,-11,-30,-13,-4,-29,-6
CCOC(=O)C(N)CSC1CC(=O)N(CCc2ccccc2)C1=O (stereo not drawn),-6,2,-14,1,1,2,-7,0,-1,-17,12
CCOC(=O)c1ccc2[nH]c3c(c2c1)CCCCC3=O,-74,2,-14,-38,-54,5,-17,-1,-8,-1,-10
Cc1ccc(S(=O)(=O)N2[C@@H](c3ccc(C#N)cc3)C(C(=O)O)=C[C@H]2C(C)(C)C)cc1,1,-1,-11,-1,16,-1,12,3,-2,-3,-1
NS(=O)(=O)c1ccc(NC(=O)c2ccccc2Cl)cc1,3,3,8,-4,-69,-6,12,-12,7,-2,5
Cn1c(=O)oc2cc(S(=O)(=O)N3CCCC(C(=O)Nc4ccc5c(c4)OCCO5)C3)ccc21 (stereo not drawn),31,1,11,-2,-11,-6,3,-8,3,15,31
Cc1ccc2cc(CN(c3cccc(C)c3C)S(=O)(=O)c3ccccc3)c(=O)[nH]c2c1,-27,-6,0,-6,-20,2,25,18,4,11,10

# Reprinted from the part before: five entries; new compounds follow.
SMILES,SRC2 inh,LMP1 NFkB inh,TROY NFkB inh,NCOA1 inh,LRH-1 inv ag,NOD2-RIPK2 inh,NCOA3 inh,TRAIL sens C8,TLR9-MyD88 inh,COUP-TFII inh,TWEAK Fn14 block
CCOC(=O)c1ccc2[nH]c3c(c2c1)CCCCC3=O,-74,2,-14,-38,-54,5,-17,-1,-8,-1,-10
Cc1ccc(S(=O)(=O)N2[C@@H](c3ccc(C#N)cc3)C(C(=O)O)=C[C@H]2C(C)(C)C)cc1,1,-1,-11,-1,16,-1,12,3,-2,-3,-1
NS(=O)(=O)c1ccc(NC(=O)c2ccccc2Cl)cc1,3,3,8,-4,-69,-6,12,-12,7,-2,5
Cn1c(=O)oc2cc(S(=O)(=O)N3CCCC(C(=O)Nc4ccc5c(c4)OCCO5)C3)ccc21 (stereo not drawn),31,1,11,-2,-11,-6,3,-8,3,15,31
Cc1ccc2cc(CN(c3cccc(C)c3C)S(=O)(=O)c3ccccc3)c(=O)[nH]c2c1,-27,-6,0,-6,-20,2,25,18,4,11,10
CCOc1cccc(C(=O)Nc2cccc(-c3nnc(-c4ccccc4)o3)c2)c1,-24,7,24,4,2,-6,6,15,-3,-3,49
CC(C)CNC(=O)c1ccc2c(c1)C(=O)N(Cc1ccco1)C2=O,15,5,-12,0,7,-1,17,-11,-18,9,-5
Cc1cccc(OCC(=O)Nc2ccc3c(c2)OCCO3)c1,-28,-18,-51,-86,-108,-1,-49,23,5,-24,-4
CCC(C)[C@H](NC(=O)NCCCn1ccnc1)C(=O)OC (stereo partly drawn),19,-26,-6,6,3,2,1,-3,6,3,4
CC(C)=CCC[C@](C)(O)C1CC[C@]2(C)C1C(O)CC1[C@@]3(C)CCC(O)C(C)(C)C3C(O[C@@H]3OC(CO)C(O)C(O)C3O[C@@H]3OC(C)C(O)C(O)C3O)C[C@]12C (stereo partly drawn),-7,6,-12,0,-19,-2,8,-2,-1,-1,10
O=C(COc1ccc(F)cc1Cl)N1CCN(C(=O)c2cccs2)CC1,11,8,5,-12,-4,-6,-6,10,-4,0,5
O=C(Nc1nnc(S(=O)(=O)N2CCOCC2)s1)c1ccccc1F,-40,-7,3,8,-23,-9,1,0,-18,-8,-17
Cn1c(N)c(C(C[N+](=O)[O-])c2c(F)cccc2Cl)c(=O)n(C)c1=O (stereo not drawn),15,-1,3,2,-14,7,-8,7,11,-19,2
CCOc1ccc(/C=C/C(=O)Nc2ccc3[nH]c(=O)[nH]c3c2)cc1,3,9,-8,-4,-18,-6,13,0,-2,-18,-10
OCc1ccc(O)c2ncccc12,6,-14,-3,-6,13,-15,13,19,-2,5,14
C/C(Cn1nnc([N+](=O)[O-])n1)=N\NC(=O)c1ccccc1,-34,-7,-56,-119,-106,7,-54,44,1,-55,-12
Clc1ccc(C2CC(c3ccccc3)Nc3ncnn32)cc1 (stereo not drawn),4,-10,-5,-10,0,15,15,9,14,14,5
Cc1c(C(=O)Nc2cnccn2)oc2ccccc12,x,-19,-52,-95,-7,-12,-109,19,14,x,-1
O=C(N/N=C/c1ccsc1)c1cc(O)cc(O)c1,-40,9,-4,-24,-7,-2,15,3,-7,-7,-15
CS(=O)(=O)N1CCC(C(=O)Nc2ccc(Cl)c(C(F)(F)F)c2)CC1,14,-4,0,2,6,-6,23,-3,6,4,-10
N#Cc1c(NCc2ccccc2)ccnc1NCc1cccnc1,28,7,18,5,23,-36,28,23,-7,44*,12
CCCCc1cc(=O)oc2cc(OCC(=O)NCCN3CCOCC3)ccc12,-6,2,-9,-9,10,-10,-8,-7,10,-14,-9
CSCCC(NC(=O)c1ccco1)C(=O)NNC(=O)c1n[nH]c(=O)c2ccccc12 (stereo not drawn),13,-5,2,-13,-9,-2,10,-6,-3,10,8
Cc1cccc(CN2CCN(C3CN(Cc4ccc([N+](=O)[O-])cc4)S(=O)(=O)C3)CC2)c1 (stereo not drawn),13,x,2,10,-2,-5,-3,-9,x,16,-15
COc1cccc(CN2CCC(n3nccc3NC(=O)CCOc3ccccc3)CC2)c1,4,3,12,-3,-21,-4,-2,3,-9,14,-12
CCc1ccc(OCC(=O)NC(NC(=S)Nc2ccc(C)cc2C)C(Cl)(Cl)Cl)cc1 (stereo not drawn),-2,6,-6,8,4,3,6,-7,2,8,-16
S=C1NC[C@H](Cc2ccccc2)N1CC1CCN(CCCCc2ccccc2)CC1,-20,0,-18,-10,14,-8,11,17,-10,0,6
CC(=O)Nc1cnc(-c2cccc(C(=O)N(C)C)c2)cn1,-27,x,-30,-53,-71,1,-51,13,x,-15,-13
COc1ccccc1C1NC(=O)NC(C)=C1C(=O)OC1CCCC(C)C1 (stereo not drawn),3,-1,14,36,17,3,5,8,-9,-8,-18
CCOC(=O)N1CCC(N2CCCC(C(=O)c3cccc(OC(C)C)c3)C2)CC1 (stereo not drawn),-6,0,23,5,-11,-4,19,26,4,-9,2
COC(=O)CC/C(O)=C1\C(=O)CC(C)(C)CC1=NCc1nc2ccccc2[nH]1,-9,-3,6,-15,3,7,10,-9,-8,0,-15
CCOc1ccc(-n2c(SCC(=O)NC)nnc2-c2ccco2)cc1,-16,-12,-10,-13,16,-2,-10,3,-6,3,13
CCOc1cc(/C=C2\C(=O)N(c3ccc(C(N)=O)cc3)N=C2C)ccc1OC(=O)c1cccs1,x,-1,0,2,7,-5,-4,-7,8,x,-19
C/C(=N/NC(=O)CCCOc1ccc(Cl)cc1Cl)c1ccc(C)o1,-10,-4,0,-22,19,5,15,4,-9,-2,-10
Nc1nc(CSC(=S)N2CCCCC2)nc(Nc2ccccc2)n1,-56,-12,-53,-53,-54,10,-28,-8,5,-25,-31

# One compound at a time (already shown). Values in the order: SRC2 inh, LMP1 NFkB inh, TROY NFkB inh, NCOA1 inh, LRH-1 inv ag, NOD2-RIPK2 inh, NCOA3 inh, TRAIL sens C8, TLR9-MyD88 inh, COUP-TFII inh, TWEAK Fn14 block
# `N#Cc1c(NCc2ccccc2)ccnc1NCc1cccnc1` reads 28, 7, 18, 5, 23, -36, 28, 23, -7, 44*, 12
# `CCCCc1cc(=O)oc2cc(OCC(=O)NCCN3CCOCC3)ccc12` reads -6, 2, -9, -9, 10, -10, -8, -7, 10, -14, -9
# `CCOc1ccc(-n2c(SCC(=O)NC)nnc2-c2ccco2)cc1` reads -16, -12, -10, -13, 16, -2, -10, 3, -6, 3, 13
